High-throughput results (PubChem)
Pol kappa inh: inhibitors of human DNA polymerase kappa | Q9UBT6 | purified Pol kappa, fluorescent DNA synthesis assay, 10 min | actives 0.53% (n = 400,000) | Potency, µM (doses to about 107 µM), for the others: at the highest dose activity, negative = inhibition, usual class: inhibitors; also: % is scaled to controls: 0 for no effect and ±100 for the full control effect
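Readout: fluorescence, taken kinetically at 0 and 10 min. Conditions: 10 nM Pol kappa, 15 min RT compound preincubation, 50 nM substrate final. Controls: enzyme-free buffer wells.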
BLM inh: inhibitors of human Bloom syndrome helicase BLM; recombinant BLM DNA unwinding, fluorescence dequenching; Potency, µM (titrated, usually from 56.1 µM), for the others: at the highest dose activity change, negative = inhibition, most hits filed as inhibitors; actives 0.2% (n = 350,000); AID 2528;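 also: plate controls were vehicle for no effect and no enzyme for full effect; nearly all actives have a fitted effect of over 35% in size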
BAZ2B inh: blocks human BAZ2B; Q9UIF8; AlphaScreen BAZ2B-H3K14Ac peptide displacement; Potency, µM (top dose mostly 114 µM), for inactives: top-dose activity change, negative = inhibition, actives largely listed as inhibitors; actives 4.4% (n = 360,000); AID 504333; also: % is scaled to controls: 0 for no effect and ±100 for the full control effect; nearly all actives have a fitted effect of over 60% in size
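Multi-concentration screen (max 110 uM) measuring displacement of acetylated histone H3 peptide from BAZ2B by AlphaScreen, using 50 nM protein, 50 nM peptide and 10 ug/mL streptavidin donor plus Ni-chelate acceptor beads.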
Pol iota inh: DNA polymerase iota (human) inhibition. Q9UNA4. Pol iota fluorescent replication assay, 10 min. Potency, µM (titrated, usually from 115 µM), inactives show at the top dose activity, negative = inhibition, most hits filed as inhibitors. actives 1% (n = 390,000). AID 588590
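Pol iota at 10 nM preincubated 15 min with compounds at room temperature; reaction started with fluorescent substrate, 50 nM final. Fluorescence read kinetically at 0 and 10 min; buffer-only wells as negative control.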
Apoferritin bind: candidate novel general anesthetic via apoferritin binding | Potency, µM (highest dose often 77.5 µM), for inactives: at the top dose activity change, negative = displacement, usual class: inhibitors | actives 0.074% (n = 350,000) | P02791 | apoferritin/1-aminoanthracene competitive binding, fluorescence; also: % is scaled to controls: 0 for no effect and ±100 for the full control effect; nearly all actives have a fitted effect of over 20% in size
Target sequence (P02791 2-175 limits assumed): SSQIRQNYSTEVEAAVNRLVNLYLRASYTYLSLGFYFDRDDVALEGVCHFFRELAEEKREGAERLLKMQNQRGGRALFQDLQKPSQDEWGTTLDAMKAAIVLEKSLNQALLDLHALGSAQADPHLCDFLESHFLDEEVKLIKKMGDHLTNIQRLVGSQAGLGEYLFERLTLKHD
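In PBS, apoferritin at 10 uM is loaded with 1-AMA from a 50% saturated solution. After 10 min of compound exposure at ambient temperature, reduced 535 nm fluorescence indicates probe displacement.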
Pol beta inh: DNA polymerase beta (human) inhibition. P06746. Pol beta primer extension/strand displacement, fluorescence kinetic. Potency, µM (titrated, usually from 114 µM), for the others: at the highest dose activity change, negative = inhibition, actives largely listed as inhibitors. actives 1.3% (n = 340,000); also: % is scaled to controls: 0 for no effect and ±100 for the full control effect
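Values derive from four-parameter Hill fits of normalized kinetic data: reads at 0 and 10 min following addition of 50 nM substrate to 10 nM Pol beta preincubated 15 min with compound.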
APE1 inh: inhibitors of human APE1 endonuclease | AID 2517 | actives 0.35% (n = 350,000) | recombinant APE1, TAMRA/BHQ-2 abasic DNA cleavage fluorescence | Potency, µM (highest dose often 65.8 µM), without a hit: at the top dose activity change, negative = inhibition, hits mostly inhibitors;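 also: plate controls were vehicle for no effect and reference inhibitor for full effect; nearly all actives have a fitted effect of over 55% in size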
Target sequence (P27695 whole entry, looked up): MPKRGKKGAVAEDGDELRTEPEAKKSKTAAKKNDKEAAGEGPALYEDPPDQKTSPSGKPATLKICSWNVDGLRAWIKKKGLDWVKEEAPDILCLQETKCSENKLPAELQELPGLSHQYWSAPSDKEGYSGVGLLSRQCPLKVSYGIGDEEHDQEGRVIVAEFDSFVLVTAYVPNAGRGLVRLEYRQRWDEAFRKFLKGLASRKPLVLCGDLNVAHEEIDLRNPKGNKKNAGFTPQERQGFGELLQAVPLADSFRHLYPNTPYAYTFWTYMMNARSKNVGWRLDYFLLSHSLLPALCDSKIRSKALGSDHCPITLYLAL
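Enzyme (0.75 nM final) and test compound are incubated 15 min at room temperature before adding 50 nM quenched THF abasic-site duplex. Cleavage dequenches TAMRA, followed at 525/598 nm over three reads one minute apart.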
Pol eta inh: DNA polymerase eta (human) inhibition; Potency, µM (top dose mostly 114 µM), inactives show top-dose activity change, negative = inhibition, hits mostly inhibitors; Q9Y253; actives 1.2% (n = 390,000); recombinant Pol eta, fluorescent DNA replication assay; also: % is scaled to controls: 0 for no effect and ±100 for the full control effect
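Fluorescent replication assay: 50 nM final substrate added after a 15 min room-temperature compound preincubation with 10 nM enzyme. Signal taken at 0 min and again at 10 min.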
G9a inh: blocks human histone lysine methyltransferase G9a. Q96KQ7. G9a H3K9 monomethylation, AlphaScreen, 2 h. Potency, µM (top dose mostly 102 µM), inactives show at the top dose activity, negative = inhibition, actives largely listed as inhibitors. actives 8.8% (n = 350,000); also: % is scaled to controls: 0 for no effect and ±100 for the full control effect; nearly all actives have a fitted effect of over 75% in size
Target sequence (Q96KQ7 913-1193 limits assumed): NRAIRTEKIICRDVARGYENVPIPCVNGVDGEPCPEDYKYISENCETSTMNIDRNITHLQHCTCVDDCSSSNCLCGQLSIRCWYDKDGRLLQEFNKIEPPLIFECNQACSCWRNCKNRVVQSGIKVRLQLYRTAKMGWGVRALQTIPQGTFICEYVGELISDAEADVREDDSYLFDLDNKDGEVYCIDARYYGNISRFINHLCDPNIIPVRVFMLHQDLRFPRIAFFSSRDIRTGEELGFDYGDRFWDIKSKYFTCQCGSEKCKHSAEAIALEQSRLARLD
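Step 1: enzyme (final 20 nM) with compound, 15 min RT. Step 2: substrate peptide 500 nM and SAM 20 uM, 2 h RT. Step 3: anti-H3K9me1 antibody and AlphaScreen beads, 10 min, then plate read.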
Starred values were filed as active, the others as inactive; ? = inconclusive; nt = no result given; [ ] = another dose, or the depositor's remark. Calls follow the shape of the dose curve; as a rule, active = well fitted curve in the direction sought with a large enough effect; inconclusive = small, poorly fitted or top-dose-only effect, or another doubt; inactive = no such curve, though single readings can be large; an effect the other way counts as inactive or inconclusive. Potency is read from the fitted curve at half-maximal effect.

Start of the listing, in advance:
Molecule	BLM inh	Apoferritin bind	Pol iota inh	Pol kappa inh	G9a inh	BAZ2B inh	Pol eta inh	Pol beta inh	APE1 inh
COc1ccc(-c2cc(C(=O)N3CCCc4ccccc43)no2)cc1	-6%	?	-8%	-9%	18%[59 µM]	-1%	-18%	-5%	-8%
Cc1cc(C(=O)COC(=O)COc2ccccc2C#N)c(C)n1CC1CCCO1 (centres undefined)	nt	nt	-9%	5%	-51%[59 µM]	-34%	-20%	nt	19%
CCN(CC)c1cc(NCCO)c([N+](=O)[O-])c2nonc12	5%	-16%	-1%	5%	nt	-11%	-15%	-4%	0%

The list itself, previewed entries included:
Molecule	BLM inh	Apoferritin bind	Pol iota inh	Pol kappa inh	G9a inh	BAZ2B inh	Pol eta inh	Pol beta inh	APE1 inh
COc1ccc(-c2cc(C(=O)N3CCCc4ccccc43)no2)cc1	-6%	?	-8%	-9%	18%[59 µM]	-1%	-18%	-5%	-8%
Cc1cc(C(=O)COC(=O)COc2ccccc2C#N)c(C)n1CC1CCCO1 (centres undefined)	nt	nt	-9%	5%	-51%[59 µM]	-34%	-20%	nt	19%
CCN(CC)c1cc(NCCO)c([N+](=O)[O-])c2nonc12	5%	-16%	-1%	5%	nt	-11%	-15%	-4%	0%
Cc1ccc(C(C)C)cc1OCC(=O)NCCCn1ccnc1	nt	nt	13%	4%	nt	nt	-14%	nt	16%
CCOc1cc(S(=O)(=O)NCc2ccncc2)c(C)cc1C	-5%	-9%	9%	-1%	5%	-20%	2%	27%	-1%
O=C(O)c1ccccc1NN=C1CCCCC1	6%	2%	123%[activator]	-9%	8.9µM*	-9%	-3%	1%	?
CN(CC(=O)N1CCCCCC1)S(=O)(=O)c1ccccc1	-6%	-6%	34%[activator]	-15%	-24%	4%	-18%	3%	20%
CCN1CC=C2C(C#N)=C(N)C(C#N)(C#N)C(CCc3ccccc3)C2C1 (centres undefined)	-2%	64%[activator]	15%	-2%	?	?	8%	13%	-2%

Single records, from the list above. Order of values: BLM inh, Apoferritin bind, Pol iota inh, Pol kappa inh, G9a inh, BAZ2B inh, Pol eta inh, Pol beta inh, APE1 inh
COc1ccc(-c2cc(C(=O)N3CCCc4ccccc43)no2)cc1 is listed as -6%, ?, -8%, -9%, 18%[59 µM], -1%, -18%, -5%, -8%
CCN(CC)c1cc(NCCO)c([N+](=O)[O-])c2nonc12 is listed as 5%, -16%, -1%, 5%, nt, -11%, -15%, -4%, 0%

Remaining list, next part
Molecule	BLM inh	Apoferritin bind	Pol iota inh	Pol kappa inh	G9a inh	BAZ2B inh	Pol eta inh	Pol beta inh	APE1 inh
COc1ccc(C(=O)N2CCc3ccccc32)cc1	6%	-14%	-1%	4%	-5%[59 µM]	0%	7%	13%	6%
CCOC(=O)C1=C(C)NC(C)=C(C(=O)OCC)C1C(=O)OCC(=O)N(C)C	0%	3%	18%	2%	nt	-14%	-23%	-1%	4%
CCN1CCN(C(=O)NC2CC(=O)N(c3ccc(OC)cc3)C2)CC1 (centres undefined)	-5%	-2%	34%[activator]	2%	?	-13%	-1%	22%	5%
COc1ccccc1NC(=S)Nc1cccc(F)c1	-10%	3%	3%	4%	-4%[59 µM]	-3%	-17%	59%	14%
CCN(CC)S(=O)(=O)c1ccc(N2CCOCC2)c(NC(=O)Cc2cccc3ccccc23)c1	-4%	-3%	1%	-8%	-5%[59 µM]	1%	-2%	-1%	18%
Cc1ccc(C(=O)c2cc(C)sc2NC(=O)CN2CCN(C(=O)c3ccco3)CC2)cc1	-11%	?	13%	-24%	32µM*	?	-16%	3%	?
C/C(CC(=O)Nc1cccc(Cl)c1)=N\NC(=O)Cc1ccc(Cl)cc1	-7%	?	9%	-4%	-3%[59 µM]	-11%	-2%	29%	-7%
Cc1cc(=O)oc2ccc(OC(=O)CC(C)C)cc12	-2%	-19%	75%[activator]	-3%	-19%	?	-17%	5%	-1%
COc1ccc(CCC(=O)NCc2nc3cccnc3n2Cc2ccccc2)cc1	0%	5%	14%	-8%[60.1 µM]	35%[59 µM]	-5%	-21%	2%	nt
Cn1cccc1C(C(=O)NC1CCCCC1)N(C(=O)Cc1cccs1)C1CC1 (centres undefined)	-1%	-14%	16%	4%	25%[59 µM]	-2%	-15%	20%	28%
O=C(/C=C/c1ccco1)Nc1ccc(S(=O)(=O)N2CCOCC2)cc1	-4%	-17%	12%	-17%	?	-16%	-15%	0%	-9%
Cc1ccc(OCC(O)Cn2c(N3CCCCC3)nc3c2c(=O)[nH]c(=O)n3C)cc1 (centres undefined)	-3%	-10%	27%	11%	3%	1%	-16%	26%	8%
O=C(COc1ccc(NC(=O)c2ccccc2[N+](=O)[O-])cc1)c1ccc(F)cc1	-13%	-23%	27%	-2%	24%[12.7 µM]	-18%	-10%	-11%	3%
CC1(C)Cc2c(sc(NC(=O)c3ccc(S(=O)(=O)N4CCCC4)cc3)c2C#N)C(C)(C)N1	-7%	-10%	14%	-12%	3%	-16%	-17%	1%	2%
CCOC(=O)c1c(NC(=O)CCCOc2ccc(C(C)(C)C)cc2)sc2c1CCC2	-10%	-11%	-27%	-15%	7%[59 µM]	-4%	-6%	26%	nt
C=CCn1c(CCc2ccccc2)nnc1SCC(=O)OC	0%	-2%	-6%	-11%	?	-8%	-6%	11%	27%

3 entries from above, with two lines to a compound:
Each structure is followed by: BLM inh | Apoferritin bind | Pol iota inh | Pol kappa inh | G9a inh | BAZ2B inh | Pol eta inh | Pol beta inh | APE1 inh
COc1ccc(CCC(=O)NCc2nc3cccnc3n2Cc2ccccc2)cc1
  0% | 5% | 14% | -8%[60.1 µM] | 35%[59 µM] | -5% | -21% | 2% | nt
Cn1cccc1C(C(=O)NC1CCCCC1)N(C(=O)Cc1cccs1)C1CC1 (centres undefined)
  -1% | -14% | 16% | 4% | 25%[59 µM] | -2% | -15% | 20% | 28%
O=C(/C=C/c1ccco1)Nc1ccc(S(=O)(=O)N2CCOCC2)cc1
  -4% | -17% | 12% | -17% | ? | -16% | -15% | 0% | -9%

(more compounds)
Molecule	BLM inh	Apoferritin bind	Pol iota inh	Pol kappa inh	G9a inh	BAZ2B inh	Pol eta inh	Pol beta inh	APE1 inh
Cc1ccc(NC(=S)NCCN(C2CCCCC2)C2CCCC2)cc1	0%	-19%	-17%	-9%	-19%[59 µM]	?	-19%	3%	-2%
COc1ccc(-n2c3c(cc(C(=O)NCC(=O)c4ccccc4)c2=O)C(=O)CC(C)(C)C3)cc1	-23%	0%	27%	-11%	nt	-38%	4%	-1%	7%
Cc1c(Cl)c(C(=O)N2CCCC2)nn1C	4%	15%	4%	-5%	2%	-1%	?	-8%	9%
CCOc1ccccc1NC(=O)C1=C(C)NC(=S)NC1c1cccs1 (centres undefined)	-3%	-3%	21%	-13%	20%[59 µM]	10%	-7%	-2%	6%
COc1cc(OC)cc(-c2oc3cccnc3c2C#CCCO)c1	2%	-14%	7%	-13%	?	-33%	-4%	6%	6%
CC(CCc1ccccc1)NC(=O)CSc1nnnn1C (centres undefined)	-4%	-6%	-1%	-12%	15%	-5%	5%	-3%	-2%
O=C(c1cccc(Cl)c1)N1CCC(=O)N(C(COCc2ccccc2)Cc2ccccc2)CC1 (centres undefined)	-5%	-19%	12%	-10%	?	-5%	-14%	-4%	-2%
CCN(CC)c1ccc(C2=NNC(=O)CC2C)cc1[N+](=O)[O-] (centres undefined)	-4%	-24%	5%[58.9 µM]	-15%	-4%[12.7 µM]	?	-3%	2%	-4%
CS(=O)c1ccccc1-c1nc(-c2ccc(Cl)cc2)no1 (centres undefined)	-1%	-9%	50%[activator]	-8%	-3%	-2%	-1%	0%	?
Cc1ccc(S(=O)(=O)N2CCOCC2)cc1NC(=O)COC(=O)c1ccc(Cl)s1	nt	nt	83%[activator]	-9%	nt	nt	-17%	nt	-15%
CNC(=O)CN1C(=O)c2cccnc2Sc2ccccc21	-1%	-4%	-8%	0%	18%[59 µM]	-6%	-3%	-17%	nt
CCCc1cc(CNC(=O)C2CCC(=O)N(Cc3ccccc3OC)C2)on1 (centres undefined)	-1%	6%	8%	7%	?	-10%[57.1 µM]	-16%	-3%	16%
Clc1ccc(Cl)c(OCCCCN2CCNCC2)c1	2%	-12%	-13%	8%	?	?	-17%	34%	-5%
Cc1cc(NC(=O)CSc2nc3c(sc4ccccc43)c(=O)n2CCCN2CCOCC2)n[nH]1	-4%	-4%	4%	-7%	10%	1%	1%	-11%	9%
CN1CCN(S(=O)(=O)c2ccc3ccccc3c2)CC1	0%	1%	3%	0%	-9%	9%	-13%	1%	3%
CC(=O)n1cc(-c2ccncc2)c2ccccc21	-5%	-9%	8%	-8%	?	?	-9%	8%	-2%
COCCn1c(=O)c(C)nc2cnc(N3CCNCC3)nc21	-5%	nt	nt	2%[60.1 µM]	-23%[12.7 µM]	nt	nt	nt	4%
COc1cccc(OCc2cc(C(=O)N3CCC(c4ccncc4)CC3)no2)c1	-2%	-12%	19%	0%	?	-17%	-1%	-8%	16%
CC(=O)C1=C(O)C(=O)N(c2nnn(C)n2)C1c1cccs1 (centres undefined)	0%	-4%	28%	-8%	?	-7%	-17%	5%	1%

3 entries out of the list above, sorted by the value under BAZ2B inh, descending:
Molecule,BLM inh,Apoferritin bind,Pol iota inh,Pol kappa inh,G9a inh,BAZ2B inh,Pol eta inh,APE1 inh
CNC(=O)CN1C(=O)c2cccnc2Sc2ccccc21,-1%,-4%,-8%,0%,18%[59 µM],-6%,-3%,nt
CC(=O)C1=C(O)C(=O)N(c2nnn(C)n2)C1c1cccs1 (centres undefined),0%,-4%,28%,-8%,?,-7%,-17%,1%
COc1cccc(OCc2cc(C(=O)N3CCC(c4ccncc4)CC3)no2)c1,-2%,-12%,19%,0%,?,-17%,-1%,16%

A portion of the library, so the mix of outcomes need not match the whole.
